Source: PubChem (IUPUI and University of Michigan)
ST2 inh = IL1RL1 inhibition; AlphaLISA ST2-Fc/biotin-IL-33 interaction, 1 h; inhibition, % for hits at 17 µM; Q01638; AID 1259354; 2.3% of 78,000 active; in the data active means inhibition above about 30%; inconclusive means mostly about 10% to 28%
Target sequence (Q01638 whole entry, looked up): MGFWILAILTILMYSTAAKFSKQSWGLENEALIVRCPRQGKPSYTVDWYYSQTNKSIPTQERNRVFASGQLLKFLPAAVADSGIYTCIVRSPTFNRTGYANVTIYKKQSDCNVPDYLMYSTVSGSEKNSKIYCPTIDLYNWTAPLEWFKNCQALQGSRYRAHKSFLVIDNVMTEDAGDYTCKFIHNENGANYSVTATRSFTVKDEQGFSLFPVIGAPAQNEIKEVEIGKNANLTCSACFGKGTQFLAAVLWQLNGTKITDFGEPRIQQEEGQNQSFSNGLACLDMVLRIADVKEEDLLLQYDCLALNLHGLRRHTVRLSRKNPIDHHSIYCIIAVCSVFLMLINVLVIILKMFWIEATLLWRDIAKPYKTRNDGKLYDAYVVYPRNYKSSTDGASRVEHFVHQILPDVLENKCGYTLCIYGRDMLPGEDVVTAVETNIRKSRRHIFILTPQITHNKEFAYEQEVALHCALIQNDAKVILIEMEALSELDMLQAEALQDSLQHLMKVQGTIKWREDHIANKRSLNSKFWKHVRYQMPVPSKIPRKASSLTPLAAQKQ
An asterisk follows results filed as active; i = inactive; ? = inconclusive.

The opening 18 records as a preview:
SMILES	ST2 inh
CCC(C)C(=O)C(=O)N1CCc2c(cnc(C)c2CNC(=O)c2ccccc2F)C1 (centres undefined)	?
O=S(=O)(NCCc1ccccc1)c1cccc2cccnc12	i
Cc1nc(N)ncc1C(=O)Nc1cnc2n1CCCC2	i
O=C(CCC(=O)Nc1ccc(F)c(F)c1)Nc1ccc(F)c(F)c1	?
CNCC(=O)NCc1csc2c1CCCC2	?
C=CC1(C)CC(=O)C2(O)C(C)(O1)C(OC(C)=O)C(O)C1C(C)(C)CCC(O)C12C (centres undefined)	?
Cc1sc2nc3c(C(=O)N4CCN(Cc5ccc6c(c5)OCO6)CC4)cccn3c(=O)c2c1C	i
CC(c1ccccn1)N(C)Cc1ccc(C(F)(F)F)nc1 (centres undefined)	i
COc1ccc(-c2nnc(Nc3nc4c(F)cccc4s3)o2)cc1	i
COc1ccccc1N1CCN(C(=O)c2ccc(Cl)cc2[N+](=O)[O-])CC1	?
CC1CSc2nc3sc4c(c3c(=O)n21)CCCC4 (centres undefined)	i
CCOc1ccc(NC2=C([N+](=O)[O-])CS(=O)(=O)C2)cc1	i
Cc1ccc(OCCN(C)C(=O)c2nc[nH]c2C)cc1	i
O=C(C1CCC1)N1CCc2cc(S(=O)(=O)N3CCN(c4ccccc4Cl)CC3)ccc21	i
Cc1ccc(CN2CC34C=CC(O3)C(C(=O)NCCc3ccc(Cl)cc3)C4C2=O)cc1 (centres undefined)	i
Cc1cc(C)nc(N2CCN(c3ncnc4c3cnn4-c3ccccc3)CC2)n1	i
O=[N+]([O-])c1ccc(-c2nnc(S)n2-c2ccccc2)cc1	i
COc1ccccc1-n1c(SCC(N)=O)nc2c(c1=O)SCC2	?

Results, repeating the preview:
SMILES	ST2 inh
CCC(C)C(=O)C(=O)N1CCc2c(cnc(C)c2CNC(=O)c2ccccc2F)C1 (centres undefined)	?
O=S(=O)(NCCc1ccccc1)c1cccc2cccnc12	i
Cc1nc(N)ncc1C(=O)Nc1cnc2n1CCCC2	i
O=C(CCC(=O)Nc1ccc(F)c(F)c1)Nc1ccc(F)c(F)c1	?
CNCC(=O)NCc1csc2c1CCCC2	?
C=CC1(C)CC(=O)C2(O)C(C)(O1)C(OC(C)=O)C(O)C1C(C)(C)CCC(O)C12C (centres undefined)	?
Cc1sc2nc3c(C(=O)N4CCN(Cc5ccc6c(c5)OCO6)CC4)cccn3c(=O)c2c1C	i
CC(c1ccccn1)N(C)Cc1ccc(C(F)(F)F)nc1 (centres undefined)	i
COc1ccc(-c2nnc(Nc3nc4c(F)cccc4s3)o2)cc1	i
COc1ccccc1N1CCN(C(=O)c2ccc(Cl)cc2[N+](=O)[O-])CC1	?
CC1CSc2nc3sc4c(c3c(=O)n21)CCCC4 (centres undefined)	i
CCOc1ccc(NC2=C([N+](=O)[O-])CS(=O)(=O)C2)cc1	i
Cc1ccc(OCCN(C)C(=O)c2nc[nH]c2C)cc1	i
O=C(C1CCC1)N1CCc2cc(S(=O)(=O)N3CCN(c4ccccc4Cl)CC3)ccc21	i
Cc1ccc(CN2CC34C=CC(O3)C(C(=O)NCCc3ccc(Cl)cc3)C4C2=O)cc1 (centres undefined)	i
Cc1cc(C)nc(N2CCN(c3ncnc4c3cnn4-c3ccccc3)CC2)n1	i
O=[N+]([O-])c1ccc(-c2nnc(S)n2-c2ccccc2)cc1	i
COc1ccccc1-n1c(SCC(N)=O)nc2c(c1=O)SCC2	?
CCN(CC)CCCOc1ccc(C)cc1[N+](=O)[O-]	i
CNC(=O)c1ccc(CNC(=O)Cc2c(C)[nH]c3c(C)ccc(C)c23)o1	?
Cc1ccccc1Cn1c(C(C)NC(=O)C(C)(C)C)nc2ccccc21 (centres undefined)	i
CCN(CCN(C)C)Cc1ccc(C(C)C)cc1	i
COC(=O)c1ccc(-n2nnnc2SCc2ccccc2C)cc1	i
COc1cccc(CNC(=O)CSc2nc(-c3ccco3)nc3cc(=O)[nH]n23)c1	i
CC(=O)Nc1ccc2nc3c(=O)n(C)c(=O)n(C)c3nc2c1	?

Part of the list above, as labelled records:
COc1ccccc1N1CCN(C(=O)c2ccc(Cl)cc2[N+](=O)[O-])CC1
  ST2 inh: ?
CC1CSc2nc3sc4c(c3c(=O)n21)CCCC4 (centres undefined)
  ST2 inh: i

Additional compounds:
SMILES	ST2 inh
Cc1cccnc1CN1CCC(N2CCCC2=O)CC1	?
CC(=O)c1[nH]c(C)c(C(=O)N2CCC3(CN(C)C(=O)O3)C2)c1C (centres undefined)	?
CCCOc1ccc(-c2nc3s/c(=C\c4ccco4)c(=O)n3n2)cc1	i
Cc1ccnc(CC(C)N(C)C(=O)c2csc3nc(-c4ccccc4)cn23)c1 (centres undefined)	?
CC(C)CSC(CC(=O)O)C(=O)O (centres undefined)	i
CCN(CC)C(=O)C1CCCN(C(=O)Cn2nnnc2CN(C)C(C)C)C1 (centres undefined)	i
C=C(C(=O)O)C(CCCCCCO)C(=O)O (centres undefined)	i
CC(c1cccc(-c2cccc(C(=O)c3nccn3C)c2)c1)N(C)C (centres undefined)	i
O=C(NCC1CCCN(C2CCOCC2)C1)C1(c2ccc(Cl)cc2)CC1 (centres undefined)	?
Cc1cc(C(=O)NCCc2cnc[nH]2)c(NC(=O)C(C)(C)C)s1	?
COCCCNc1oc(-c2ccc(F)cc2)nc1C#N	i
Cc1ccc(/C=C/C(=O)Nc2cc3cccc([N+](=O)[O-])c3oc2=O)cc1	?
CC(=O)Cc1nsc(NC(=O)c2ccc(Cl)cc2Cl)n1	i
O=S(=O)(c1ccccc1)N1CCSC1c1ccc(Br)cc1 (centres undefined)	?
Cc1nnc(CCNc2ccnc(C(=O)NC3CC3)c2)s1	i
O=C(c1ccc(Br)o1)N1CCCCCC1	i
O=C(Cc1c(C(=O)O)[nH]c2ccc(Cl)cc12)NCCC1=CCCCC1	i
O=C(CN(c1ccc(Cl)c(Cl)c1)S(=O)(=O)c1ccccc1)N1CCOCC1	i
CCOc1ccc(CN2C(=O)CCC2(C)C(=O)NC(C)CC)cc1 (centres undefined)	i
Cc1ccc([N+](=O)[O-])cc1NC(=O)CCCN1C(=O)c2ccccc2C1=O	i
O=C(NC[C@H]1O[C@@H](CO)[C@@H](O)[C@H]1N1CCN(c2ccccn2)CC1)Nc1ccccc1	?
CCc1ncc(C(=O)NCc2cccnc2Oc2ccc(C)nc2)cn1	i
Cc1cc2ncn(C(=O)c3cccs3)c2cc1C	i
Cc1cc([N+](=O)[O-])nn1CCCC(=O)Nc1cnn(Cc2ccc(Cl)cc2Cl)c1	?
Cc1nc2sc(C(c3ccccc3)N3CCN(c4ccccc4)CC3)c(O)n2n1 (centres undefined)	i
NC(=O)[C@H](Cc1ccccc1)NC1CCC2(CCNCC2)CC1	i
O=[N+]([O-])c1cc(NC2C[C@@H](O)[C@@H](O)CO2)cc(Sc2ccccc2)c1 (some centres undefined)	i
O=C(O)C1CC=C(Cl)CC1C(=O)Nc1cc([N+](=O)[O-])ccc1O (centres undefined)	i
CCOC(=O)c1c(-c2ccccc2)oc2ccc(OCC(=O)OC(C)(C)C)cc12	i
CC1=C(C(=O)Nc2cccc(C)n2)C(c2ccc(Cl)cc2Cl)C2=C(CC(C)(C)CC2=O)N1 (centres undefined)	i
COc1ccc(-c2cc(C(=O)Nc3sc4c(c3C#N)CCCC4)no2)cc1OC	i
O=C(CN1C(=O)S/C(=C\c2ccc(Cl)cc2)C1=O)Nc1nccs1	?
C/C(=C\c1ccccc1)CN1CCN(C)CC1	i
O=C(NCCn1cc(SCC(=O)N2CCc3ccccc32)c2ccccc21)c1ccc(F)cc1	i
COc1cc(N(C)CCC2CCCCO2)ncn1 (centres undefined)	i
COc1ccc(C(=O)NC(Nc2ccccc2Cl)C(Cl)(Cl)Cl)cc1 (centres undefined)	i
O=S(=O)(Nc1cccc(Cl)c1)c1ccc(Br)s1	i
Cc1cc(C)c(NS(=O)(=O)c2ccc(NC(=O)c3ccccc3Cl)cc2)c(C)c1	i
Cc1cc(C)nc(NC(=O)NS(=O)(=O)c2ccccc2Cl)n1	i
CCC(C)NC(=O)c1cc2cc3ccc(OC)cc3nc2o1 (centres undefined)	i
C=CCc1cc(OC)ccc1OCCOCCN1CCN(C)CC1	i
N#Cc1c(NC(=O)c2cc(=O)c3ccccc3o2)sc2c1CCCCC2	i
CCC(=O)c1c[nH]c2ccccc12	i
Cc1ccc(-c2ccc(CCC(=O)O)o2)cc1	?
COc1cc(C(=O)N2CCCCC2)cc(OC)c1OC	i
NC(CO)C(=O)NNCc1ccc(O)c(O)c1O (centres undefined)	?
COc1cc(-c2ncnn2-c2sc3c(c2C#N)CCCC3)cc(OC)c1OC	?
Cc1cc(OCC(=O)NCc2ccc3c(c2)OCO3)ccc1Cl	?
CCN(CC)CCCNC(=O)c1cn(CC(C)C)c(=O)c2c1c1ccccc1n2C	i
CCOC(=O)c1c(NC(=O)C(C)Oc2ccccc2Br)sc(C(C)=O)c1C (centres undefined)	i

New compounds follow
SMILES,ST2 inh
COC(=O)[C@@H]1C[C@@H](NC(=O)c2cc(N)ccn2)CN1C,i
CC(=O)Nc1ccc(S(=O)(=O)NCCn2ccc3ccccc32)cc1,i
NNC(=O)CN1CCN(Cc2ccc3c(c2)OCO3)CC1,i
CC(C)(C)c1ccccc1OCC(=O)Nc1ncc(S(=O)(=O)c2ccc([N+](=O)[O-])cc2)s1,?
CC1=C(C(=O)Nc2ccc(C)cc2)C(c2ccc(Br)cc2)n2nnnc2N1 (centres undefined),?
Cc1ccc(C(=O)Nc2nc3ccc(Cl)cc3s2)o1,i
COc1ccc(-c2csc(/C(C#N)=C/c3ccc(Cl)cc3)n2)cc1,34%*
NS(=O)(=O)c1ccc(N2C(=O)C=CC2=O)cc1,i
O=C1CN(C(=O)c2nn(CCCc3ccccc3)c3c2CN(Cc2cccnc2)CC3)CCN1,i
Cc1cc([N+](=O)[O-])nn1CC(=O)NCC(C)C,i
COCc1nc(C)c(CNC(=O)C(C)n2cnc3ccccc32)s1 (centres undefined),i
COc1ccc(C(=O)c2ccc([N+](=O)[O-])cc2)cc1S(=O)(=O)Nc1ccc(C)cc1,i
COc1ccc(/C=C2/SC(=Nc3cccc(C)c3)NC2=O)cc1,?
Cc1cc(Br)ccc1OCC(=O)Nc1ccccc1[N+](=O)[O-],i
CCS(=O)(=O)N1CCN(c2nc(C)cc(N3CCOCC3)n2)CC1,?
CC(=O)C1=C(C)OC(N)=C(C#N)C1c1ccccc1 (centres undefined),i
COc1ccc2nc3sc(C(=O)NCc4ccco4)cc3cc2c1,?
O=C(NCCCN1CCOCC1)c1cc(=O)[nH]c2ccc(S(=O)(=O)N3CCCCC3)cc12,i
CN(Cc1ccccc1)C(=O)C[C@@H]1O[C@H](CNC(=O)NC2CCCCC2)[C@@H](O)[C@H]1O,i
NC(=O)C(=O)Nc1ccc(Cl)cc1,?
O=C(O)CCCC(=O)N[C@H]1CO[C@H]2[C@@H]1OC[C@@H]2Nc1nccc(-c2cccs2)n1,i
CCOc1ccc(C(=O)Nc2cc(Cl)ccc2OC)cc1[N+](=O)[O-],?
CC(C)CCC1=NC2(CCN(C(=O)Cn3cccn3)CC2)C(=O)N1,i
Cc1cccc(OCC2=NS(=O)(=O)c3ccccc3N2)c1,i
COc1ccc(S(=O)(=O)Nc2cc(Cl)cc(Cl)c2)cc1,i
COc1cc(NC(=O)c2ccccc2OC)cc(OC)c1,i
Cc1ccc(N2C(=O)C(N3C(=O)c4cccc([N+](=O)[O-])c4C3=O)C2c2cccs2)cc1Cl (centres undefined),i
O=C(C1CCCCC1)N1Cc2[nH]cnc2C[C@H]1c1nc(-c2ccc3ccccc3c2)no1,i
O=C1c2ccc([N+](=O)[O-])cc2C(=O)N1c1c[nH]c(=O)[nH]c1=O,i
c1ccc(Nc2nc3c(s2)CCCC3)cc1,?
O=C(NCc1cccnc1)c1cc2ccccc2o1,i
COc1cccc(N2CCN(C(=O)CN3CCCN(C)CC3)C(C)C2=O)c1 (centres undefined),i
COc1coc(CN2CCCC(CCc3ccccc3C)C2)cc1=O (centres undefined),?
CC1CCCN(C(=O)CSc2c3c(nc4cc(Cl)ccc24)CCCC3)C1 (centres undefined),?
O=[N+]([O-])c1cccc(S(=O)(=O)Nc2ccccc2CO)c1,i
c1ccc(Cc2nc3ccccc3o2)cc1,i
COc1cc(CN(C)Cc2nc3ccccc3n2C)cc(F)c1O,i
CCCCN(CC)C(=O)c1cc(OC)c(OC)cc1[N+](=O)[O-],i
CC(=O)Nc1ccc(Cl)c(C(=O)NCCCOc2ccccc2)c1,i
CCOc1ccc(C(=O)Nc2ccc3nn(-c4ccc(OC)c(Cl)c4)nc3c2)cc1[N+](=O)[O-],40%*
O=C(C1COc2ccccc2O1)N1CCn2c(nc3ccccc32)C1 (centres undefined),?
COc1ccc(C(=O)N2CCN=C2SCc2cccnc2)cc1OC,i
C=CCn1c(CNC(=O)CCC)nc2ccccc21,i
Cn1cc(/C=C/C(=O)N2CCCC(N3CCN(c4ccccc4F)CC3)C2)cn1 (centres undefined),i
CCc1cccc(NS(=O)(=O)c2cc(Br)cc3c2N(C(=O)C2CC2)CC3)c1,?
O=C(O)CN1C(=O)C2CCCN2c2ccc(C(=O)N3CCCC3)cc21 (centres undefined),i
O=S(=O)(NC1CCCCC1)c1cccc2nsnc12,?
Cn1nc(-c2ccc(Cl)cc2)c2cc(C(=O)N3CCCC3)sc21,i
CC(C(=O)N(C)C)N(C)Cc1cc(C(C)(C)C)ccc1O (centres undefined),i
N#CC1=C2SCN(c3ccc(Cl)cc3)CN2C(=O)CC1c1ccc(F)cc1 (centres undefined),i

Carrying on:
SMILES,ST2 inh
O=[N+]([O-])c1cc(C=Nc2ccc(-c3nc4ncccc4o3)cc2)ccc1Cl,i
CC(=O)NCCn1ccnc1-c1ncc[nH]1,i
Cc1cc(O)c(NC(=O)c2ccccc2C)cc1C,i
O=C(CN1C(=O)CCC1=O)Nc1nc(-c2ccc(Cl)cc2)cs1,i
CC(C)(C)NC(=O)C(Cc1ccccc1)N1C(=O)c2ccccc2C1=O (centres undefined),i
CSc1ncc(CN2CCN(c3cc(C)cc(C)c3)C(=O)C2)cn1,i
COC(=O)C1=NNC2(C)C(=O)N(c3ccccc3)C(=O)C12 (centres undefined),i
CCOc1ccccc1NC(=O)C(NS(=O)(=O)c1cccs1)C(C)C (centres undefined),i
CC(=O)NC1=NN(C(C)=O)C(c2c(C)n(C)c(=O)n(C)c2=O)S1 (centres undefined),i

Some of the compounds tested, so the mix of outcomes need not match the whole.
